RmlCD inh 1536 – blocks M. tuberculosis RmlC and RmlD coupled enzymes. P9WH09+P9WH11. RmlC+RmlD coupled enzyme assay, percent inhibition; primary screen in compound mixtures. inhibition, % at 3.6 µM. 160,000 compounds, 0.03% hits; in the data active means inhibition mostly above about 34%, no sharp cut-off; inconclusive means no clear call, values can overlap the other calls; inactive means mostly below about 22%; further: some results filed as inactive read as strong as hits
Target sequence (P9WH09 whole entry, looked up): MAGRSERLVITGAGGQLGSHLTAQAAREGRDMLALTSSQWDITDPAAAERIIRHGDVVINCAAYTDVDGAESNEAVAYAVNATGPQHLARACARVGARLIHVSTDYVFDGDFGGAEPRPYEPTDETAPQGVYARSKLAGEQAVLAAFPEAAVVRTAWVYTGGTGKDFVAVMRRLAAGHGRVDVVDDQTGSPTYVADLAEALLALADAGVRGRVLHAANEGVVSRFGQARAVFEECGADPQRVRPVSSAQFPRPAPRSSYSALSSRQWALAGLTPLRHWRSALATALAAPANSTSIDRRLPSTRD
Target sequence (P9WH11 whole entry, looked up): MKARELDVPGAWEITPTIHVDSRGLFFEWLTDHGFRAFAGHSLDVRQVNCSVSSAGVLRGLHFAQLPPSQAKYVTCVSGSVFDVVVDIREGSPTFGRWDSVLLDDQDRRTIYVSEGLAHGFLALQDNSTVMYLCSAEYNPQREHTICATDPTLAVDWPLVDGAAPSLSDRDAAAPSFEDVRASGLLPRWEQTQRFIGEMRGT
GlmU inhibition – inhibition of mycobacterial GlmU enzyme – biochemical, glucosamine-1-phosphate acetyltransferase (AID 1376); M. tuberculosis GlmU acetyltransferase enzyme assay; higher % means a stronger effect; inhibition, %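 (tested at 30 µM in the primary screen)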, or IC50 in µM where a hit was titrated; 220,000 compounds, 0.25% hits; in the data active means inhibition above about 13%; inconclusive means no clear call, values can overlap the other calls;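 further: 0% = complete reaction with vehicle and 100% = reaction without substrate; strong numbers were not always called active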
* hit, by the source's call; ? = inconclusive; . = not tested or not shown; & = joins results of further samples. The list is partial. The share of hits here may be higher or lower than overall.

The line under a structure holds: RmlCD inh 1536	GlmU inhibition
> COc1ccc(-c2nc(C#N)c(NCCCN(C)C)o2)cc1OC
→ 17	2.1%
> COc1ccc(C2C(C(=O)OC(C)C)=C(C)N=c3s/c(=C\c4cccs4)c(=O)n32)cc1 (stereo unspecified)
→ .	3.4%
> O=C1[C@@H]2[C@H](C(=O)N1n1cnnc1)[C@H]1C=C[C@@H]2C1
→ .	0.9%
> Cc1cc(C)nc(NS(=O)(=O)c2ccc(NC(=S)NC(=O)C(C)(C)C)cc2)n1
→ -3	0.3%
> Cc1cccc(NC(=O)c2nc[nH]c2C(=O)Nc2cccc(C)c2)c1
→ 1	1.6%
> COc1ccc(OC)c(CC(=O)O)c1
→ .	1.6%
> OC(COc1cccc(OCC(O)CN2CCOCC2)c1)CN1CCOCC1 (stereo unspecified)
→ 6	-3.4%
> CCCCNc1ccncc1S(=O)(=O)NC(=O)NC(C)C
→ .	-6.6%
> C1CC1Cc1noc(CN2CCN(CC3CC3)CC2)n1
→ 4	-4.9%
> COc1ccnc(Oc2ccccc2)n1
→ 4	3.0%
> Cc1cc(NC(=O)CSc2ccc3ccccc3c2)no1
→ -32	-1.5%
> CCOCCn1c(CN(C)Cc2ccccc2)nc2c1c(=O)n(C)c(=O)n2C
→ .	0.0%
> Cc1ccc(NC(=S)N(CCN(C)C)Cc2cccs2)cc1
→ 1	3.1%
> O=C(NC(C(=O)NCCN1CCOCC1)C12CC3CC(CC(C3)C1)C2)C1CCCCC1 (stereo unspecified)
→ .	5.3%
> Cc1ccc(-c2csc3nnc(SCC(=O)Nc4nsc(-c5ccccc5)n4)n23)cc1
→ 2	4.7%
> COc1cc(NC(=O)c2ccccc2)c(OC)cc1NC(=O)CN1CCCCC1
→ 2	-1.4%
> O=C(O)CC1(CC(=O)Nc2cc(C(F)(F)F)cc(C(F)(F)F)c2)CCCCC1
→ 5	7.0%
> COc1cc(/C=N/n2c(-c3ccc4c(c3)NC(=O)CO4)csc2=Nc2cccc(C)c2)ccc1O
→ 2	-7.1%
> O=C(CSc1ncc(C(F)(F)F)cc1Cl)N1CCN(S(=O)(=O)c2ccc3ccccc3c2)CC1
→ .	12%
> Clc1cccc(Cl)c1CSc1cc2c(nn1)-c1ccccc1CC2
→ 28	2.7%
> COc1ccc(S(=O)(=O)N2CCC(C(=O)Nc3ccc(F)cc3)CC2)c2cccnc12
→ -5	-0.4%
> Cc1ccc(CCNC(=O)C2CCC(CNc3c(N4CCC(C)CC4)c(=O)c3=O)CC2)cc1 (stereo unspecified)
→ .	2.6%
> O=C(NNC(=O)c1ccccc1Cl)c1cccs1
→ 16	1.3%
> CC(=O)Nc1ccc(NC(=O)COC(=O)[C@@H](NC(=O)c2ccc(F)cc2)C(C)C)cc1
→ 5	-1.5%
> CCC1=NNC(=O)C(CC(=O)Nc2ccccc2)c2cc(OC)c(OC)cc21 (stereo unspecified)
→ 15	2.3%
> COc1cc(NC(=O)C2CCCCC2)c2ncccc2c1
→ .	1.8%
> COc1ccccc1NC(=O)N1CCc2[nH]c3ccc(Cl)cc3c2C1
→ .	1.4%
> O=C(CSc1n[nH]c(=O)[nH]c1=O)N/N=C/C=C\c1ccccc1
→ -23	-0.9%
> CCCCN1C(=O)C2(NNc3ccccc3O2)c2ccccc21 (stereo unspecified)
→ .	-1.8%
> O=C(NCCCn1ncc2ccccc21)c1cc(COc2c(F)cccc2F)on1
→ -10	6.4%

Carrying on:
The line under a structure holds: RmlCD inh 1536	GlmU inhibition
> CSCCC(NC(=O)c1cc(CC(C)C)oc1C)C(=O)O (stereo unspecified)
→ -4	.
> C=CCn1c(SCC(=O)N2CCN(c3ccccc3)CC2)nnc1-c1ccco1
→ .	1.6%
> O=C(NCc1ccc(Cl)cc1)C1CCCO1 (stereo unspecified)
→ 4	-1.0%
> CCc1nnc(NC(=S)Nc2ccccc2)s1
→ -14	-2.7%
> Cc1cc(NC(=O)/C=C/C(=O)N(CC(=O)NC2CCCC2)c2ccc(F)cc2)no1
→ .	1.7%
> Nc1c(C(=O)N2CCOCC2)sc(=S)n1-c1ccccc1
→ .	14%*
> Cc1cc2ccccc2n1CCNC(=O)C(C)C
→ -9	-5.3%
> Cn1c(NCc2ccco2)nc2c1c(=O)n(Cc1ccc(Cl)cc1Cl)c(=O)n2C
→ .	2.4%
> Cn1c(=O)c(=O)n(C)c2cc(S(=O)(=O)NCCc3ccccc3)ccc21
→ .	6.4%
> COc1ccc(-c2c3c(=O)n(C)c(=O)n(C)c3cn2C2CCCCC2)cc1
→ .	4.7%
> Cc1[nH]nc2c1C(CCc1ccccc1)C(C#N)=C(N)O2 (stereo unspecified)
→ .	-0.5%
> Cc1cccc(-n2c(SCC(N)=O)nc3c(c2=O)C2(CCCCC2)Cc2ccccc2-3)c1
→ -11	-5.5%
> Nc1nnc(SCCCC(=O)c2ccc(Br)cc2)s1
→ 11	1.6%
> CCC1=NC(c2ccc(Br)cc2)N(O)C1(C)C (stereo unspecified)
→ -8	-7.9%
> CC(NC(=O)C1CCCCC1)C(c1cccs1)N1CCOCC1 (stereo unspecified)
→ .	-1.4%&1.4%
> Cn1cccc1Cc1nnc(SCC(=O)N2CCCC2)n1CCc1ccccc1
→ -6	2.1%
> Cc1ccc(-c2nn(-c3cc(N4CCNCC4)ccc3[N+](=O)[O-])c(=O)c3ccccc23)cc1
→ -8	-8.3%
> S=c1[nH]nc(-c2n[nH]c3c2CCC3)n1/N=C/C=C/c1ccccc1
→ -5	-0.7%
> COc1cc(SC)ccc1C(=O)Nc1cc(C)ccn1
→ -12	4.4%
> COc1ccc(NC(=O)c2cncc(Br)c2)c(S(=O)(=O)N2CCOCC2)c1
→ -7	-2.3%
> Cc1cc(C)cc(N2C(=O)CC(Sc3nnnn3-c3ccccc3)C2=O)c1 (stereo unspecified)
→ .	-2.7%
> O=C1NC(=O)C(CCc2ccncc2)(CCc2ccncc2)C(=O)N1CCc1ccccc1
→ -4	-4.5%
> COc1ccccc1C(=O)Nc1ccc(S(=O)(=O)Nc2onc(C)c2C)cc1
→ .	4.1%
> CN(C)c1ccc(C(=S)NCc2ccco2)cc1
→ -6	4.1%
> COc1ccc(NC(=S)Nc2ccccc2)c(OC)c1
→ -2	0.0%
> Cc1cccc(-c2c3c(=O)n(C)c(=O)n(C)c3cn2-c2ccccc2O)c1
→ -5	2.0%
> Cc1ccc(S(=O)(=O)/N=C(/c2ccccc2)N(C)c2ccc(O)cc2)cc1
→ -7	8.2%
> C#CCOCCOCCOCCNc1nc(N2CCOCC2)nc(N2CCN(C(=O)[C@H]([C@@H](C)CC)n3cc([C@@H](N)CC(C)C)nn3)CC2)n1
→ .	-5.0%
> Cc1[nH]cc(Br)c(=O)c1Oc1ncc(C(F)(F)F)cc1Cl
→ -1	.
> CCCC(CCC)C(=O)OC[N+](C)(C)CCOC(=O)C(O)(c1ccccc1)C1CCCC1 (stereo unspecified)
→ 10	0.9%

Full records, quoted from the list. Screens in order: RmlCD inh 1536	GlmU inhibition
Cc1[nH]cc(Br)c(=O)c1Oc1ncc(C(F)(F)F)cc1Cl as listed: -1	.
Cc1cc2ccccc2n1CCNC(=O)C(C)C as listed: -9	-5.3%
CSCCC(NC(=O)c1cc(CC(C)C)oc1C)C(=O)O (stereo unspecified) as listed: -4	.
CN(C)c1ccc(C(=S)NCc2ccco2)cc1 as listed: -6	4.1%
C#CCOCCOCCOCCNc1nc(N2CCOCC2)nc(N2CCN(C(=O)[C@H]([C@@H](C)CC)n3cc([C@@H](N)CC(C)C)nn3)CC2)n1 as listed: .	-5.0%

Later entries:
The line under a structure holds: RmlCD inh 1536	GlmU inhibition
> CCN=c1sc(C(=O)NCCc2ccccc2)cc(=O)n1CC
→ 1	-1.2%
> COc1ccc(F)cc1C(=O)C1CCCN(C(=O)C2=C(C)OCCO2)C1 (stereo unspecified)
→ -9	2.4%
> CC(/C=N/N1CCN(c2ccccc2)CC1)=C\c1ccco1
→ .	-0.7%
> COC(=O)c1sc(N(C)C)c(C#N)c1-c1ccccc1
→ -10	2.0%
> O=C(NCCN1C(=O)S/C(=C\c2cccnc2)C1=O)c1cc(S(=O)(=O)N2CCOCC2)ccc1F
→ 13	1.6%
> COc1ccc(Br)cc1/C=N/NC(=O)c1nc(-c2ccccc2)n2c1CCCCC2
→ 3	1.1%
> CC1(C)C(=O)Nc2ccccc2N1C(=O)COC(=O)Cn1cnc2ccccc2c1=O
→ .	3.8%
> CCCCn1c(O)c(C(C)=NCc2ccc3c(c2)OCO3)c(=O)[nH]c1=O
→ ?	-4.7%
> COc1cccc(OCCn2ccnc2)c1
→ -4	6.5%
> O=[N+]([O-])c1cccc(/C=N/n2c(-c3cccnc3)n[nH]c2=S)c1
→ -9	4.2%
> CC(=O)c1ccc(NS(=O)(=O)c2ccc3ccccc3c2)cc1
→ .	0.4%
> O=C(Nc1nccs1)c1cc2cc(Cl)ccc2oc1=O
→ ?	-2.6%
> COC(=O)c1ccccc1NC(=S)N(Cc1ccc2c(c1)OCO2)Cc1cc2ccc(OC)cc2[nH]c1=O
→ -14	8.1%
> O=C1CC(NCc2ccc3c(c2)OCO3)C(=O)N1CCc1ccccc1 (stereo unspecified)
→ -11	-4.8%
> O=C(NNC(=O)C1CCCCC1)c1ccc(Br)cc1
→ 3	4.2%
> O=C(CN1CCC(Cc2ccccc2)CC1)NC(=O)NC1CCCCC1
→ 38	-0.4%
> CN(C)c1ccc(C2=NOC(CN3C(=O)c4ccccc4S3(=O)=O)C2)cc1 (stereo unspecified)
→ .	-2.2%
> CC(C)(C)c1cc(NCCCn2ccnc2)n2ncc(-c3ccc(Cl)cc3)c2n1
→ -10	-7.0%
> O=C(/C=C/c1cccs1)c1ccc([N+](=O)[O-])cc1
→ -1	2.4%
> CSc1nsc(SC)c1C(=O)Nc1ccc(Cl)cc1
→ -8	-2.4%
> COc1ccc(/C=C(\C#N)c2nc3ccc(C)cc3[nH]2)cc1Oc1ccc(C(F)(F)F)cc1[N+](=O)[O-]
→ -6	.
> CC(C)C(=O)Nc1ccc(Nc2ccccc2)cc1
→ -10	-5.1%
> CCOC(=O)C1=NN(c2ccccc2)C2=NC(C)=C(C(=O)OC)C(c3ccc(C)cc3)N12 (stereo unspecified)
→ .	-4.0%
> O=C(O)C1C2C=CC(C2)C1C(=O)NC(c1ccccc1)c1ccccc1 (stereo unspecified)
→ -10	7.4%
> COc1ccc(CCNS(=O)(=O)c2ccc(OC)cc2)cc1
→ -4	-2.7%
> Cc1ccc(C(=O)Nc2nnc(NC(=S)Nc3ccccc3)s2)cc1
→ .	9.6%
> CCCCOc1ccc(/C=c2\sc3ncnn3c2=O)cc1
→ -8	-1.2%
> O=C(CN1CCN(S(=O)(=O)c2ccc(Br)cc2)CC1)N/N=C/c1ccco1
→ 4	4.6%
> O=C(Oc1ccc(-c2cnc3ccccc3n2)cc1)c1ccc(Cl)c([N+](=O)[O-])c1
→ 2	0.5%
> O=C1CC(c2ccccc2)Sc2nc3ccccc3n21 (stereo unspecified)
→ 2	3.2%

Going on with the list.
The line under a structure holds: RmlCD inh 1536	GlmU inhibition
> Cc1nnc(NCCN2CCOCC2)[nH]c1=O
→ -11	-1.4%
> COc1ccc(/C=C(/C#N)C(=O)Nc2cccc(C)c2C)cc1C(=O)O
→ -10	-5.9%
> Cc1cc2n(n1)C(c1ccsc1)Nc1ccccc1-2 (stereo unspecified)
→ .	-3.7%
> Cn1ncc(Cl)c1C(=O)NC1C2CC3CC(C2)CC1C3 (stereo unspecified)
→ -2	-5.9%
> O=c1[nH]c(=S)n(Cc2ccc(F)cc2)c(O)c1C=NCc1cccnc1
→ -3	-2.0%
> CCN(CC)C(=O)CSc1nc2ncccc2[nH]1
→ .	-1.8%
> Cc1c(NC(=O)c2cnn3cccnc23)c(=O)n(-c2ccccc2)n1C
→ -14	0.2%
> CC(C)C(=O)Nc1ccc2c(c1)nc(CCN1CCN(c3ccccc3)CC1)n2C
→ 2	1.2%
> CC(=O)Nc1ccc(NC(=O)c2oc3cc(C)c(C)cc3c2C)cc1
→ 5	6.6%
> COc1ccccc1-c1c(C(F)(F)F)oc2cc(OC(=O)c3ccc([N+](=O)[O-])cc3)ccc2c1=O
→ -7	-1.4%
> CCC(=O)N1CCN(c2nc3ccccc3s2)CC1
→ -8	-5.6%
> COCc1cc(=O)[nH]c(Nc2nc3ccccc3o2)n1
→ 2	1.6%
> COc1ccc(NC(=O)/C(C#N)=C/c2c(C)nn(-c3ccc(F)cc3)c2Cl)cc1Cl
→ 0	0.7%
> CCN(CC)C(=O)C1CCN(S(=O)(=O)c2ccc3oc4ccccc4c3c2)CC1
→ 12	-1.5%
> O=C(Nc1nc(-c2ccncc2)cs1)c1ccc(F)cc1
→ -16	3.6%
> COc1ccc(S(=O)(=O)N(C)CC(=O)Nc2ccccc2OC)cc1C
→ -9	-5.2%
> COc1ccc(Nc2oc(-c3ccco3)nc2S(=O)(=O)c2ccc(F)cc2)cc1
→ 29	1.0%
> Cc1ccc2oc(C(=O)NCc3ccc4c(c3)OCO4)c(C)c2c1
→ 3	-0.3%
> O=C(N/N=C/c1c(O)n(Cc2ccc(F)cc2)c(=S)[nH]c1=O)c1ccncc1
→ -1	6.2%
> O=C(c1snnc1-c1ccccc1)N1CCOCC1
→ -2	4.6%
> O=C(Nc1ccccc1[N+](=O)[O-])c1cncc(Br)c1
→ -15	-2.5%
> COCc1c(C#N)c(NCCc2ccc(F)cc2)nc(C)c1[N+](=O)[O-]
→ -8	1.7%
> CN(C)c1ccc(N=Nc2cccc3ccoc23)cc1
→ -7	0.7%
> CCOC(=O)c1ccc(S(=O)(=O)N2CCN(CCC#N)CC2)cc1
→ ?	1.9%
> O=C(c1cc(Cl)ccc1[N+](=O)[O-])N1CCc2ccccc2C1
→ -11	5.5%
> CCOC(=O)CNC(=O)CSc1nnc(-c2ccco2)n1N
→ -5	3.2%

High-throughput results as filed in PubChem BioAssay.
